Vif-A3F inh = qHTS for Inhibitors of Vif-A3F Interactions: qHTS | HeLa A3F-eYFP + Vif (tagged APOBEC3F with the HIV-1 protein that degrades it), YFP fluorescence increase | Potency, µM (top dose mostly 46.1 µM), without a hit: at the highest dose activity, negative = active | 0.2% of 390,000 active; note: potency is the fitted concentration of half-maximal effect; % of control where 0% means no effect; nearly all actives have a fitted effect of over 65% in size
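Fluorescence increase (Ex 488/Em 500-530) after overnight compound treatment at 37 deg C flags inhibition of Vif-driven A3F-eYFP loss in stable HeLa A3F-eYFP/Vif cells seeded overnight beforehand.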
D1 antag = Antagonist of Human D 1 Dopamine Receptor: qHTS. activity change, negative = inhibition, % at 10 µM. 3.2% of 360,000 active. HEK293 TREx D1 cells, calcium flux, dopamine EC80; stronger effect = lower value. D(1A) dopamine receptor (Homo sapiens), P21728; in the data active = activity change below about -30%; note: % is set by controls: 0 for no effect and ±100 for the full control effect
Target sequence (P21728 whole entry, looked up): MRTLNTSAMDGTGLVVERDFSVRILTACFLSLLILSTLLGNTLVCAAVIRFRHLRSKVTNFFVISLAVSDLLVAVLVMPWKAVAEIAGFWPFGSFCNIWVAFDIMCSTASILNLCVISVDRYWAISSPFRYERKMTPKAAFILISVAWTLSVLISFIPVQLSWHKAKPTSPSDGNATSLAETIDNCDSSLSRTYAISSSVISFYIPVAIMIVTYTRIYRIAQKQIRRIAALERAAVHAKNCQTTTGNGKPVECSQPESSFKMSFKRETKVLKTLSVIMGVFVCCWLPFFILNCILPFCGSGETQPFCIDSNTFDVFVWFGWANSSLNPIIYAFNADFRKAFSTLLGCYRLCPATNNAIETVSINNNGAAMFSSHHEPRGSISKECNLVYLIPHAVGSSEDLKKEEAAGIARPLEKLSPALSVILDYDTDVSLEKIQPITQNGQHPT
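Using tetracycline-induced force-coupled D1 Hek293 cells and a calcium dye, signals were followed for 180 s after compound, then for 180 s after EC80 dopamine, to detect inhibitors.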
GRP78 ERSR act = qHTS for Inducers of the Endoplasmic Reticulum Stress Response (ERSR) in Human Glioma: qHTS; U87-MG GRP78 promoter luciferase reporter, 16 h; Potency, µM, for the others: at the top dose activation, usual class: activators; 0.02% of 420,000 active; AID 602332, 2012; note: potency is the fitted concentration of half-maximal effect; series mostly up to about 76 µM; % of control where 0% means no effect; nearly all actives have a fitted effect of over 35% in size
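Stably transfected U87-MG human glioma cells carrying a GRP78-based luminescent sensor were seeded at 1000 cells/well, pin-dosed with compounds and incubated 16 h. Luciferase reagent was then added, and end-point luminescence was read after 10 min at room temperature.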
RXFP1 antagonist = qHTS Assay for Antagonists of the Relaxin Receptor RXFP1; activity change, negative = inhibition, % at 57.5 µM; 0.59% of 350,000 active; Relaxin receptor 1 (Homo sapiens), Q9HBX9; HEK293-RXFP1, relaxin-stimulated cAMP HTRF, 30 min; stronger effect = lower value;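 active = activity change of -60% or lower, but not beyond a set lower limit; inconclusive = change between -60% and -40%, or beyond the set limit; inactive = change above -40%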; note: % is set by controls: 0 for no effect and ±100 for the full control effect
RXFP1 ag = qHTS Assay for Agonists of the Relaxin Receptor RXFP1; Relaxin receptor 1 (Homo sapiens), Q9HBX9; HEK293T-RXFP1 cAMP TR-FRET, 30 min; response scale: percent of porcine relaxin response, buffer zero; AID 2676, 2010; Potency, µM (series often up to 57.5 µM), without a hit: at the highest dose activation, hits mostly activators; 0.3% of 370,000 active; note: potency is the fitted concentration of half-maximal effect; % is set by controls: 0 for no effect and ±100 for the full control effect; nearly all actives have a fitted effect of over 60% in size; many of its hits are not listed in these tables
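Agonist response is measured as cAMP accumulation in an RXFP1-transfected HEK293T line under PDE4 inhibition. Values are scaled between buffer-only and 29 nM porcine relaxin, and EC50s come from standard Hill equation fits.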
D2 potentiator = HTS Assay for Positive Allosteric Modulators of the Human D2 Dopamine Receptor: Primary Screen for Potentiators. D(2) dopamine receptor (Homo sapiens), P14416. 0.34% of 340,000 active. HEK293 T-REx D2, calcium flux, EC20 dopamine potentiation. potentiation, % at 10 µM;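 active = potentiation over 3 SD above the plate norm, cut at about 30% in these data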; note: 0% is about no effect
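Tetracycline-induced HEK293 T-REx cells force-coupled to calcium signalling expressed D2; compounds were pin-added after a 10 s baseline, read kinetically 180 s, then an EC20 dopamine challenge followed with a further 180 s calcium read.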
Vif-APOBEC3G blk = qHTS for Inhibitors of Vif-A3G Interactions: qHTS | HeLa A3G-eYFP + Vif (tagged APOBEC3G with the HIV-1 protein that degrades it), YFP fluorescence, overnight | Potency, µM (titrated, usually from 46.1 µM), without a hit: at the highest dose activity, negative = active, hits mostly inhibitors | AID 602310, 2012 | 0.076% of 410,000 active | DNA dC->dU-editing enzyme APOBEC-3G (Homo sapiens), Q9HC16;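 note: potency is the fitted concentration of half-maximal effect; % is set by controls: 0 for no effect and ±100 for the full control effect; nearly all actives have a fitted effect of over 60% in size; hits raise eYFP signal because A3G escapes Vif-driven loss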
Target sequence (Q9HC16 whole entry, looked up): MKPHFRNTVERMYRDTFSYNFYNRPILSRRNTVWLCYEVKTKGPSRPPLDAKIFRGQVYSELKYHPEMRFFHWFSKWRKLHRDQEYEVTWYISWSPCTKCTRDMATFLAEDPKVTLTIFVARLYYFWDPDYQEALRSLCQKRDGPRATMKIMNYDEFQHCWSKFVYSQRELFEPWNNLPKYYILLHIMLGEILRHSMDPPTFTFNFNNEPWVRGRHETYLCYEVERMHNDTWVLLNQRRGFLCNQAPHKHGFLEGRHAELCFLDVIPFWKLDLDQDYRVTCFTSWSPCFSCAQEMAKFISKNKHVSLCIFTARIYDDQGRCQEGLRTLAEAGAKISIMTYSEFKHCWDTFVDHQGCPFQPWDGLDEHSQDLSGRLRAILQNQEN
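Read-out is eYFP fluorescence (Ex 488/Em 500-530) from Vif-expressing HeLa A3G-eYFP cells; more signal means A3G escaped Vif-mediated degradation. Cells plated overnight, compound pinned in, incubated overnight at 37 deg C.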
D1 ag = Allosteric Agonists of the Human D1 Dopamine Receptor: qHTS. D(1A) dopamine receptor (Homo sapiens), P21728. HEK293 T-REx D1 cells, calcium flux, agonist mode. activation, % at 2 µM. 1% of 360,000 active; in the data active = activation above about 30%; note: 0% is about no effect
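Agonism was scored from calcium flux recorded over 180 s (1 read/s) after pintool compound addition, following a 10-cycle baseline. Cells were inducible force-coupled HEK293 TREx D1, plated overnight at 30 C and loaded with no-wash calcium dye.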
D1 PAM = Potentiators of Human D1 Dopamine Receptor: qHTS; HEK293 TREx D1 cells, calcium flux, dopamine EC20 potentiation; AID 504651, 2011; potentiation, % at 10 µM; 0.036% of 360,000 active; in the data active = potentiation above about 30%; note: 0% is about no effect
The depositor's hits bear a star; ? = inconclusive; / = not tested or not shown. Unless noted, calls come from the whole dose curve; as a rule, active = well fitted curve in the direction sought with a large enough effect; inconclusive = small, poorly fitted or top-dose-only effect, or another doubt; inactive = no such curve, though single readings can be large; an effect the other way counts as inactive or inconclusive. This is a subset (hit frequency here may not be typical).

SMILES	Vif-A3F inh	D1 antag	GRP78 ERSR act	RXFP1 antagonist	RXFP1 ag	D2 potentiator	Vif-APOBEC3G blk	D1 ag	D1 PAM
COc1cc(/C=C2/NC(=O)N(Cc3ccccc3F)C2=O)cc(OC)c1OC	-2%	-3	-2%	-17	2.7%	/	-20%	5	-1
COC(=O)c1sccc1NC(=O)Nc1ccccc1F	-6%	10	0%	-1	1.8%	-4	1%	1	-1
COc1ccc(S(=O)(=O)NNC(=O)Nc2ccc(C)cc2)c(OC)c1	1%	-9	-2%	3	-3.5%	-2	4%	-1	-1
COc1ccccc1C(=O)NCCCNC(=O)c1cccnc1	-19%	10	-2%	-15	2.0%	-3	-3%	2	/
Cc1ccc(C(=O)C(C)OC(=O)Cn2[nH]c(=O)c3ccccc3c2=O)cc1 (stereo not drawn)	4%	-15	-2%	9	2.5%	10	-1%	5	-3
CCOc1ccc(-c2csc(/C(C#N)=C/c3ccc(Br)cc3)n2)cc1	2%	3	-3%	-1	12%	11	0%	6	0
C#CCOCCOCCOCCNc1nc(N2CCN(C(=O)CCCCCCCCCCNC(=O)[C@H](CCCCN)n3cc(C)nn3)CC2)nc(N2CCN(C(=O)CCCCCCCCCCNC(=O)[C@H](CCCCN)n3cc(CCCC(=O)O)nn3)CC2)n1	5%	14	-6%	/	0.7%	0	-2%	30*	-3
CCN(C(=O)c1ccc(=O)n(C)n1)c1c(N)n(Cc2ccccc2)c(=O)[nH]c1=O	-4%	/	-4%	-4	/	/	0%	/	/
CC(C)CCNC(=O)CN1C(=O)COc2ccc(S(=O)(=O)N3CCOCC3)cc21	1%	-47*	-8%	/	0.8%	-13	1%	0	-7
Cc1ccc(CCNC(=O)C2CCC(=O)N2Cc2cccnc2)cc1 (stereo not drawn)	-17%	2	6%	-3	-0.5%	0	0%	2	-5
N#CC1=C(N)N2C(=C(C#N)C1c1cccc(Br)c1)Nc1ccccc12 (stereo not drawn)	?	-24	1%	-15	3.8%	-7	-6%	21	-6
CCOc1ccc(NC(=O)C2CCN(S(=O)(=O)c3cccnc3)CC2)cc1	0%	1	-3%	-15	0.7%	14	-3%	0	-2

For reference, part of the list above:
SMILES	Vif-A3F inh	D1 antag	GRP78 ERSR act	RXFP1 antagonist	RXFP1 ag	D2 potentiator	Vif-APOBEC3G blk	D1 ag	D1 PAM
CC(C)CCNC(=O)CN1C(=O)COc2ccc(S(=O)(=O)N3CCOCC3)cc21	1%	-47*	-8%	/	0.8%	-13	1%	0	-7
Cc1ccc(CCNC(=O)C2CCC(=O)N2Cc2cccnc2)cc1 (stereo not drawn)	-17%	2	6%	-3	-0.5%	0	0%	2	-5
N#CC1=C(N)N2C(=C(C#N)C1c1cccc(Br)c1)Nc1ccccc12 (stereo not drawn)	?	-24	1%	-15	3.8%	-7	-6%	21	-6
CCOc1ccc(NC(=O)C2CCN(S(=O)(=O)c3cccnc3)CC2)cc1	0%	1	-3%	-15	0.7%	14	-3%	0	-2

(more compounds)
SMILES	Vif-A3F inh	D1 antag	GRP78 ERSR act	RXFP1 antagonist	RXFP1 ag	D2 potentiator	Vif-APOBEC3G blk	D1 ag	D1 PAM
CCN1CCN(c2oc(COc3ccc(Cl)cc3)nc2C#N)CC1	-6%	-7	-3%	2	2.3%	13	-9%	2	0
O=C(Cn1ccc(C(F)(F)F)n1)N/N=C/c1ccc2c(c1)OCO2	-8%	-11	0%	9	0.1%	-2	-1%	2	3
O=C(Cn1c(=O)n(Cc2nc(-c3ccccc3)no2)c(=O)c2cc3c(cc21)OCO3)Nc1ccccc1	-9%	2	-4%	-4	-0.6%	-1	2%	1	0
COc1ccc(OCCSc2nc(-c3ccccc3)cc(=O)[nH]2)cc1	-37%	2	-2%	23	7.3%	9	-2%	1	-5
COc1ccccc1NC(=O)CSc1nnc2ccc(-c3ccccn3)nn12	2%	25	-2%	-2	-1.7%	-8	1%	-1	-2
CCCCCn1c(SCC(=O)CC(=O)OCC)nc2cc(C(=O)N3CCC(C(N)=O)CC3)ccc2c1=O	8%	-1	-3%	10	2.1%	-13	-1%	2	-1
O=C(Nc1ccc(S(=O)(=O)Nc2ncccn2)cc1)C1CC(=O)N(c2ccccc2)C1 (stereo not drawn)	7%	-2	-3%	-1	-0.4%	2	0%	6	3
O=C(O)c1c[nH]c2ccc([N+](=O)[O-])cc2c1=O	-7%	/	-1%	-6	/	/	2%	/	/
CCCNC(=O)c1oc2ccc3c(c2c1C)C(O)CC(C)(C)O3 (stereo not drawn)	-25%	-11	0%	-5	-1.7%	14	0%	1	-6
CN=CC1=C(O)c2ccccc2C1=O	-7%	4	-2%	-6	2.3%	-3	-7%	1	-3
CN(C)CCNC(=O)C(c1ccccc1)c1ccccc1	-3%	5	-3%	-5	5.1%	-11	1%	2	-1
Cc1csc(Sc2nc3c(c(=O)[nH]c(=O)n3C)n2CCCc2ccccc2)n1	2%	5	-2%	-6	1.8%	15	3%	1	0
CCN(CC)c1ncnc2sc3c(c12)CCC3	1%	-25	-7%	-19	0.1%	-15	-1%	0	15
CCN(CC)CCCNC(=O)C1CCC(CNS(=O)(=O)c2ccc(Cl)cc2)CC1 (stereo not drawn)	-4%	3	0%	4	2.1%	8	1%	2	4
COCCN(C(=O)COc1ccc(Cl)cc1)c1nnc(-c2cccnc2)s1	-1%	1	-2%	-26	3.5%	-22	-3%	2	3
Cc1cc(NC(=O)CSc2nnc3c(C)cc4cc(C)c(C)cc4n23)no1	-3%	10	-4%	-18	2.0%	-5	-2%	1	-4
O=c1c2c3c(sc2nc2n1CCCCC2)CCCC3	0%	-7	-1%	3	2.3%	2	0%	7	-1
COc1ccc(NC(=O)CN2C(=O)C(=O)c3ccccc32)c(OC)c1	?	-11	-4%	-1	3.0%	0	0%	-1	-7
CC(C)n1cc(/C=N\NC(=O)c2cc3c(ccc4ccccc43)o2)c2ccccc21	3%	-9	-3%	1	0.1%	-4	-11%	1	2
Cc1ccc(-c2nnc(NC(=O)CCS(=O)(=O)c3ccccc3)o2)c(C)c1	-18%	-17	-4%	-3	5.8%	-2	-2%	2	-8
CSc1nnc(C)c(=O)n1COC(=O)COc1ccccc1	-5%	-2	-5%	0	-1.3%	14	0%	3	-1
O=c1c(-c2ccnn2-c2ccccc2F)cnc2n1CCS2	-4%	24	-2%	-6	2.9%	-4	-1%	2	-4
O=C(c1cc2ccc3cccnc3c2[nH]1)N1CCN(c2ccc(Cl)cc2)CC1	-3%	23	-1%	-9	8.7%	-12	8%	0	6
CCOc1cc(S(=O)(=O)N2CCN(C(=O)c3ccco3)CC2)ccc1F	-2%	4	1%	13	1.2%	6	-1%	9	-3
NC(=O)CN(C/C=C/c1ccccc1)C/C=C/c1ccccc1	4%	10	-2%	-5	-1.7%	-6	4%	6	-3
C=CCn1c(C)cc(C(=O)COC(=O)CCc2cc(OC)c(OC)c(OC)c2)c1C	7%	/	-3%	-22	/	/	0%	/	/
Cc1ccc2c(c1)N(CC(=O)NCc1cccnc1)C(=O)CO2	-2%	-5	-4%	3	0.0%	-3	0%	-1	1
CSc1ccccc1NC(=O)CCS(=O)(=O)c1nc(-c2ccc3c(c2)OCO3)cc(C(F)(F)F)n1	5%	2	?	-17	11%	13	-25%	4	-4
Cc1ccc(S(=O)(=O)NCCC(=O)NNC(=O)COc2ccc(Br)cc2)cc1C	-18%	22	-1%	0	1.1%	1	-3%	0	0
O=C(Cn1nnc(-c2ccccc2F)n1)Nc1ccc(S(=O)(=O)NC2CCCC2)cc1	-15%	17	-4%	-15	-1.0%	-2	-15%	-1	-7
Cc1ccc(C)c(S(=O)(=O)N2CCN(CC(=O)N3CCc4ccccc4C3)CC2)c1	-10%	2	2%	-4	0.6%	-16	0%	3	5
CCC(CC)C(=O)NC1CC(=O)N(c2ccc3c(c2)OCCO3)C1 (stereo not drawn)	-3%	/	-3%	/	4.6%	1	3%	3	-5
CCOc1ccc(-c2c(C(=O)N/N=C/c3ccccc3)nnn2-c2nonc2N)cc1	10%	17	-10%	-14	1.4%	28	-5%	4	2
O=S(=O)(Cc1ccccc1)N=Nc1c(O)[nH]c2ccc(Br)cc12	-10%	3	-5%	-14	0.3%	6	-18%	5	2
CC1=C(C(=O)Nc2ccccc2C)C(c2ccco2)n2ncnc2N1 (stereo not drawn)	-3%	12	1%	/	1.2%	18	-2%	1	3
CCCCOc1ccc(C(=O)N2CC(C)OC(C)C2)cc1 (stereo not drawn)	-9%	-7	1%	-7	1.3%	4	1%	2	-8
COc1cc(C(=O)Nc2ccccc2-c2nnn(CC(N)=O)n2)cc(OC)c1OC	3%	5	-4%	-6	18%	-2	-2%	1	-3
CCOC(=O)C1(CCOc2ccccc2)CCN(Cc2cnc(SC)nc2)CC1	12%	-3	-4%	-11	0.8%	-13	-4%	4	-6
CC(C)Sc1nc2ncnc(N)c2[nH]1	1%	3	-4%	2	6.2%	1	-1%	1	-5
COc1ccccc1CNC(=O)c1cccc(NC(=O)N2CCSc3ncccc32)c1	3%	3	-1%	-28	1.6%	/	-2%	-1	-2
CSc1ccccc1NC(=O)CSc1nnc(CNC(=O)c2ccccc2F)n1C	9%	5	3%	-6	0.2%	-6	0%	48*	/
COC(=O)CSc1nc2ncccc2[nH]1	0%	/	-5%	-3	4.4%	3	0%	-1	-3
O=C(Cn1nnc(-c2ccc(Cl)cc2)n1)N1CCN(C(=O)c2ccco2)CC1	-11%	-14	-2%	1	-0.5%	-5	-2%	1	-4
CCOC(=O)c1cnn(CCOC(=O)C(C)(C)C)c1NC(=O)C(C)(C)C	-6%	9	2%	-14	2.7%	-6	1%	2	-4
O=C(CNC(=S)NC(=O)c1ccccc1)c1ccccc1	-4%	-20	-1%	1	4.2%	9	1%	1	1
